PMI act satM6P: increases human PMI activity with near-saturating mannose 6-phosphate; AID 1216; 190,000 tested, 0.34% active; coupled PMI enzyme assay, resazurin fluorescence, 20 min; hits give high values; 1 = untreated enzyme, 0 = substrate-free blank; P34949; activation factor at 20 µM;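 active = activation factor of 2 or more at 20 µM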
Target sequence (P34949 whole entry, looked up): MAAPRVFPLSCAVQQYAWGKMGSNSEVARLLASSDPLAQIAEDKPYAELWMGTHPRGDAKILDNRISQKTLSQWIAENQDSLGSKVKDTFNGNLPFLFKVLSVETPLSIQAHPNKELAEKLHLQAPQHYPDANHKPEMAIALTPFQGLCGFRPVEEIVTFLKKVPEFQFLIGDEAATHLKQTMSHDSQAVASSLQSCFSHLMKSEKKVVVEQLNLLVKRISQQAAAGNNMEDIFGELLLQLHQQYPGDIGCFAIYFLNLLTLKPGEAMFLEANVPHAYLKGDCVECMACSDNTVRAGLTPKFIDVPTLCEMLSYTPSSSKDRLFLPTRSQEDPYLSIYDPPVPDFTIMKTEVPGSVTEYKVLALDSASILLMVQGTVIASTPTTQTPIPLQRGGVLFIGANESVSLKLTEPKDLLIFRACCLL
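Material: human phosphomannose isomerase with PGI, G6PDH, diaphorase coupling enzymes; amount: PMI at 15 ng/mL final; also added: Mannose-6-phosphate 1.0 mM (near-saturating) plus 0.22 mM NADP+; incubation: enzyme reaction with compound 20 min at room temperature; signal: resorufin fluorescence (Ex 544/Em 590 nm) from resazurin via diaphorase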
HMGR II inh: E. faecalis class II HMG-CoA reductase inhibition; purified E. faecalis HMGR, NADPH absorbance 340 nm kinetic; inhibition, % at 10 µM; 190,000 tested, 0.41% active;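 active = inhibition above a set limit, the median over all tested compounds plus 3 SD, cut at about 9.5% in these data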;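 note: enzyme runs in reverse so mevalonate oxidation gives rising NADPH absorbance; 0% = complete reaction with DMSO and 100% = background rate lacking mevalonate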
TNAP inh no acc: TNAP (human) inhibition, acceptor-free conditions; P05186; purified TNAP, CDP-star luminescence, 30 min; inhibition, % at 20 µM; 200,000 tested, 0.26% active; AID 1012;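 active = tissue-nonspecific alkaline phosphatase inhibition above about 50% at 20 µM in the single-dose screen, limit read from the data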;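 note: 0% = DMSO negative control and 100% = EDTA positive control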
Target sequence (P05186 whole entry, looked up): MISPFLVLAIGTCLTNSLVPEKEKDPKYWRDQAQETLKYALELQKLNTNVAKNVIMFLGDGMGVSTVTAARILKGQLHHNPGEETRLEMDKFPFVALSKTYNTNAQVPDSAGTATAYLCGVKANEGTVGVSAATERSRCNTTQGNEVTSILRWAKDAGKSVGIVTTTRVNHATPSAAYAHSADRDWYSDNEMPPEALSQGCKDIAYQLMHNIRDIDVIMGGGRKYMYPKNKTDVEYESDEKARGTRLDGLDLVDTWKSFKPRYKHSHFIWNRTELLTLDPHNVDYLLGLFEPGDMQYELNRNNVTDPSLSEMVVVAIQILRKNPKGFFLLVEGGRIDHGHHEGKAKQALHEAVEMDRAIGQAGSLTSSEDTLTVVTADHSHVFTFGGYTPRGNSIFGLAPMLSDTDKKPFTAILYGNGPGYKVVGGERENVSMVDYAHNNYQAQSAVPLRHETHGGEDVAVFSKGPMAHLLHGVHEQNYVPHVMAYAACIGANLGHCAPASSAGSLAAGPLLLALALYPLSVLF
G6PDH counter: L. mesenteroides G6PDH inhibition counter-screen. Purified L. mesenteroides G6PDH, diaphorase/resazurin coupled fluorescence, 45 min. inhibition, % at 5 µM. 200,000 tested, 0.12% active. AID 1020; in the data active = inhibition above about 50%
Diaphorase act: counter-screen for diaphorase-based assays: diaphorase activators and chemical reducers; Diaphorase/resazurin coupled assay, resorufin fluorescence, 16 min; hits give high values; 1 = vehicle wells, 0 = NADH-free wells; activation factor at 20 µM; 190,000 tested, 0.005% active; AID 1229;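 active = diaphorase activity raised at least twofold by the compound at 20 µM; inactive = activation factor below 2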
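Assay system: bacterial diaphorase enzyme (C. kluyveri) / Input: enzyme 0.07 U/mL final / Medium: 50 mM HEPES pH 7.4 with 4.542 mM MgCl2, 0.005% Tween 20 / Doses: single compound dose of 20 µM, 1% DMSO final / Incubation: 16 min enzyme reaction, ambient temperature / Signal: fluorescence, excitation 544 nm and emission 590 nm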
PMI activator: phosphomannose isomerase (human) activation; purified human PMI, coupled resazurin fluorescence, 20 min; hits give high values; 1 = vehicle control, 0 substrate-free wells; activation factor at 20 µM; 190,000 tested, 0.005% active;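 active = activation factor of 2 or more at 20 µM, relative to plate controls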
Diaph inh CS: counter-screen for diaphorase-based assays: diaphorase inhibitors and chemical oxidizers; diaphorase resazurin-to-resorufin fluorescence, NADH, 16 min; bacterial (C. kluyveri) enzyme, not human; inhibition, % at 20 µM; 190,000 tested, 0.69% active; AID 1217;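 active = primary screen inhibition at 20 µM above a set limit, cut at about 50% in these data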;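 note: plate controls were DMSO with full reaction for no effect and wells lacking NADH for full effect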
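Assay system: diaphorase enzyme from Clostridium kluyveri. Quantity: enzyme working solution with 0.14 U/mL diaphorase. Schedule: reaction incubation of 16 min at room temperature. Technique: resorufin fluorescence, excitation 544 nm, emission 590 nm. Controls: No-NADH positive control and DMSO neutral control.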
FLuc stim CS: firefly luciferase counter-screen for stimulation assays; ATPlite luciferase biochemical, luminescence, 10 min; 0 = ATP-free wells, 1 = DMSO control; activation factor at 10 µM; 200,000 tested, under 10 active;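 active = luciferase activation factor, scaled between plate controls, of at least 2 with compound at 10 µM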
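assay system = Luciferase/luciferin detection reagent, cell-free biochemical luciferase assay | also added = ATP substrate | times = 10 min post-reagent at room temperature | measured by = luminescence from luciferase reaction | measure = luciferase activation, seen as luminescence increase over controls | benchmarks = low control with PBS replacing ATP, high control enzyme plus ATP without compound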
TNAP inh hi DEA: TNAP (human) inhibition, high acceptor; 200,000 tested, 0.03% active; purified TNAP, CDP-star luminescence, 1 M DEA; AID 1135; inhibition, % at 20 µM;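 active = over 50% inhibition of tissue-nonspecific alkaline phosphatase at 20 µM in the single-dose screen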;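 note: plate controls were DMSO wells for no effect and EDTA-quenched wells as full inhibition for full effect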
TNAP act hi DEA: TNAP (human) activation, high acceptor; activation factor at 20 µM; purified TNAP, CDP-star luminescence, 1 M DEA, 30 min; hits give high values; 0 = EDTA background, 1 = DMSO-only activity; P05186; 200,000 tested, under 10 active;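 active = activation factor at least 2 at 20 µM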
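Dosing: 20 µM single point. System: human TNAP. Amount: TNAP 1/800 final. Incubation: 30 min, room temperature. Read-out: TNAP activation factor scaled between EDTA and DMSO control wells. Signal: luminescence from CDP-star hydrolysis. Medium: 1 M DEA, pH 9.8, Mg2+, Zn2+. Control set: EDTA negative control, DMSO positive control.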
* marks the source's active call; other numbers are inactive results.

SMILES	PMI act satM6P	HMGR II inh	TNAP inh no acc	G6PDH counter	Diaphorase act	PMI activator	Diaph inh CS	FLuc stim CS	TNAP inh hi DEA	TNAP act hi DEA
O=C(c1cccc2ccccc12)N1CCN(c2ccc([N+](=O)[O-])c(N3CCOCC3)c2)CC1	0.9	-1	6	-30	0.8	0.8	19	1.1	11	0.9
Nc1nsnc1C(=O)NCCO	1.1	-10	6	13	1.1	1.2	-15	1	-9	1.1
CCC1CCCCN1C(=O)c1ccc(OC2CCN(C(=O)C3CC3)CC2)cc1 (configuration not stated)	1	-3	-5	10	0.9	1	10	1.1	-3	1
O=C(O)c1cc(NS(=O)(=O)c2ccc(NC3CCCCC3)c([N+](=O)[O-])c2)cc(C(=O)O)c1	0.9	3	3	19	0.8	0.9	17	1	6	0.9
COC(=O)c1cc(OC)c(OC)c(OC)c1N	0.9	-3	-9	1	0.9	0.8	12	1.1	-5	1.1
COC(=O)C1CCN(C(=O)Cc2ccccc2OC)CC1	1	-5	-22	2	1.1	1	-9	1	-2	1
O=[N+]([O-])c1ccc(N/N=C/c2c[nH]c3ccccc23)c(S(=O)(=O)Nc2ccc(Cl)cc2)c1	1.1	5	17	-2	0.8	1	23	1.1	21	0.8
O=C1CC(Cc2ccc(Cl)cc2)C(=O)N1c1ccncc1 (configuration not stated)	1.1	8	-11	-2	1	1.1	5	1.1	-3	1
CC1CCN(C(=O)N[C@@H](Cc2ccccc2)C(=O)O)CC1	1	2	-9	12	0.9	1	12	1.1	-1	1
CC(O)C(=O)N/N=C/c1cccc2ccccc12 (configuration not stated)	1	-2	-4	-1	1	1	1	1	0	1
C/C=C/c1ccc(OCCN2C(=O)NC(C)(C)C2=O)c(OC)c1	1.1	-4	-6	14	0.9	1	6	1	-2	1
CCN1CCN(CCCNC(=O)c2cc3c(=O)[nH]c4ccccc4c3s2)CC1	1	2	-2	17	0.8	1.1	22	1.1	-3	1
Cc1cc(NC(=O)/C=C/C(=O)N(CC(=O)NC2CCCC2)c2cccc3ccccc23)no1	0.6	-10	-6	10	0.8	0.9	23	1	-3	1
Cc1cc(C)c(C)c(OCCOCCN2CCN(C)CC2)c1	1.2	-4	-11	2	0.9	1.2	6	1	-2	1
Cc1ccc(/C=N/NC(=O)C(NC(=O)c2ccccc2)c2n[nH]c(=O)c3ccccc23)cc1 (configuration not stated)	0.9	-3	-6	0	0.7	0.9	32	1	-7	1.1
CCOC(=O)c1[nH]c(C)c(C(=O)N2CCN(c3ccccc3OC)CC2)c1C	1	-4	-17	11	0.9	1	12	1.1	-4	1
c1coc(CNC2C3CC4CC(C3)CC2C4)c1 (configuration not stated)	1	1	-9	2	0.9	1	9	1	0	1
CC1=C(C(=O)Nc2ccccc2)C(c2ccccc2)N2C(=O)CSC2=N1 (configuration not stated)	0.9	2	-8	-3	0.8	0.9	23	1.1	-6	1.1
CCOC(=O)c1ccc(NC(=O)NCc2ccccc2OC)cc1	1	-1	-11	0	0.9	1	5	1	0	1
Cc1cc(NC(=O)COC(=O)c2ccccc2S(=O)(=O)N(C)c2ccccc2)no1	0.9	-6	-16	4	0.9	1	12	1	-5	1.1
COc1cc(/C=N/NC(=S)Nc2cccc(C(=O)O)c2)ccc1O	0.9	1	6	6	0.8	0.8	16	0.7	-2	1
CCn1nc(CC(=O)Nc2nnc(CC(=O)N3CCCCC3)s2)c2ccccc2c1=O	1.1	-6	-8	5	1	1	-5	1	-6	1.1
Cc1ccc(NC(=O)CN(C)Cc2ccc(Cl)cc2)cc1	1	-3	12	3	0.9	1	9	1.1	-3	1
CC(C)C(Nc1ncnc2c1oc1ccccc12)C(=O)O (configuration not stated)	1	1	-6	8	0.9	0.9	12	1	-4	1
c1ccc2c(c1)CCN(c1nc3ccccc3n3cnnc13)C2	1	4	-13	9	0.7	1	26	1	-6	1.1

Single values from above.
Value of c1ccc2c(c1)CCN(c1nc3ccccc3n3cnnc13)C2 under TNAP act hi DEA: 1.1
Value of Cc1cc(NC(=O)/C=C/C(=O)N(CC(=O)NC2CCCC2)c2cccc3ccccc23)no1 under PMI activator: 0.9

(further entries)
SMILES	PMI act satM6P	HMGR II inh	TNAP inh no acc	G6PDH counter	Diaphorase act	PMI activator	Diaph inh CS	FLuc stim CS	TNAP inh hi DEA	TNAP act hi DEA
COCCCNc1nc2ccccc2nc1NS(=O)(=O)c1cccs1	0.9	-4	-6	5	0.8	0.9	19	1	-3	1
COC(=O)c1ccc(Cn2c(O)c(N=O)c3ccccc32)o1	1	0	-7	2	0.9	0.9	13	1.1	-4	1
O=C(O)C1CCCCC1C(=O)NCCc1c[nH]c2ccccc12 (configuration not stated)	0.9	-9	-13	-3	0.9	0.9	11	1	-3	1
CCOc1ccc(/C=N/NC(=O)c2cc(-c3ccco3)nc3ccccc23)cc1	1.1	-1	-1	-2	0.8	1.1	15	0.5	0	1
CC(C)(C)n1ncc2c(=O)n(CC(=O)NCc3ccccc3)cnc21	0.9	-4	-9	-3	0.8	0.9	19	0.7	-2	1
O=C(NCc1ccco1)c1noc2c1CCCCC2	1	-5	-12	-25	1	1	4	1.1	-9	1.1
COCCNC(=S)Nc1ccccc1[N+](=O)[O-]	1	0	-10	-1	0.9	1	8	1	-4	1
N#CCC(CNc1ncc(C(F)(F)F)cc1Cl)OC(=O)c1cccc(C(F)(F)F)c1 (configuration not stated)	0.8	1	-3	0	0.8	0.8	22	1	2	1
CC(C)(C)NC(=O)/C(=C\C=C\c1ccccc1)NC(=O)c1ccc([N+](=O)[O-])cc1	0.9	-1	-4	11	0.9	0.9	14	1.1	2	1
CCOC(=O)C1CCCN(C(=O)c2cn(C)c(=O)c3cc(OC)c(OC)cc23)C1 (configuration not stated)	1	-3	-16	-4	0.9	1.1	8	1	-6	1.1
C=CCN(c1ccc(C(=O)Nc2cccc(C)c2)cc1)S(C)(=O)=O	1	4	-9	7	0.9	1.1	7	1	-1	1
O=C(NC(=S)Nc1ccccn1)c1cncc(Br)c1	1	-4	-1	-11	0.8	0.9	23	0.4	2	1
S=C(NCc1ccncc1)Nc1cccc(Cl)c1	1	-2	-1	10	0.8	1.1	16	1.1	-8	1.1
Cn1nc(-c2ccccc2F)c2cc(C(=O)Nc3ccc4c(c3)OCCO4)sc21	0.8	2	2	2	0.8	0.8	22	1	-5	1
CCOC(=O)c1cnn(-c2nc(OC)cc(OC)n2)c1C(F)(F)F	1.1	-5	-13	3	0.9	1.1	6	1.1	2	1
Nc1c(C(=O)NCCN2CCOCC2)c2nc3ccccc3nc2n1CCc1ccccc1	0.6	-2	-18	10	0.8	0.8	18	1	-3	1
COc1ccc2c(c1)CCc1c(C(=O)NCc3ccco3)noc1-2	0.9	-4	-15	-16	0.9	0.9	15	0.9	-5	1
Cc1nnc(N/N=C/c2ccccc2O)n1N	0.5	-3	-88	34	0.8	0.8	23	1	0	1
CCN1CCN(C(=O)c2ccc3c(=O)n(CCC4=CCCCC4)c(=O)[nH]c3c2)CC1	1	-1	-7	2	0.9	1	8	1	-2	1
CCC(C)N1CCN(S(=O)(=O)c2ccc(NC(C)=O)cc2)CC1 (configuration not stated)	1	-1	-6	6	0.8	0.9	18	1	-2	1
CCC1(N(C(C)=O)c2ccc(OC)cc2)C(=O)c2ccccc2C1=O	0.9	0	-5	10	0.8	0.9	20	1	-3	1
COCC(=O)Nc1c(C(=O)Nc2ccccc2OC)oc2ccccc12	1	-3	-2	-34	1	1	1	1.1	1	1

Laid out differently: 12 of the compounds above.
| SMILES | PMI act satM6P | HMGR II inh | TNAP inh no acc | G6PDH counter | Diaphorase act | PMI activator | Diaph inh CS | FLuc stim CS | TNAP inh hi DEA | TNAP act hi DEA |
| --- | --- | --- | --- | --- | --- | --- | --- | --- | --- | --- |
| C=CCN(c1ccc(C(=O)Nc2cccc(C)c2)cc1)S(C)(=O)=O | 1 | 4 | -9 | 7 | 0.9 | 1.1 | 7 | 1 | -1 | 1 |
| O=C(NC(=S)Nc1ccccn1)c1cncc(Br)c1 | 1 | -4 | -1 | -11 | 0.8 | 0.9 | 23 | 0.4 | 2 | 1 |
| S=C(NCc1ccncc1)Nc1cccc(Cl)c1 | 1 | -2 | -1 | 10 | 0.8 | 1.1 | 16 | 1.1 | -8 | 1.1 |
| Cn1nc(-c2ccccc2F)c2cc(C(=O)Nc3ccc4c(c3)OCCO4)sc21 | 0.8 | 2 | 2 | 2 | 0.8 | 0.8 | 22 | 1 | -5 | 1 |
| CCOC(=O)c1cnn(-c2nc(OC)cc(OC)n2)c1C(F)(F)F | 1.1 | -5 | -13 | 3 | 0.9 | 1.1 | 6 | 1.1 | 2 | 1 |
| Nc1c(C(=O)NCCN2CCOCC2)c2nc3ccccc3nc2n1CCc1ccccc1 | 0.6 | -2 | -18 | 10 | 0.8 | 0.8 | 18 | 1 | -3 | 1 |
| COc1ccc2c(c1)CCc1c(C(=O)NCc3ccco3)noc1-2 | 0.9 | -4 | -15 | -16 | 0.9 | 0.9 | 15 | 0.9 | -5 | 1 |
| Cc1nnc(N/N=C/c2ccccc2O)n1N | 0.5 | -3 | -88 | 34 | 0.8 | 0.8 | 23 | 1 | 0 | 1 |
| CCN1CCN(C(=O)c2ccc3c(=O)n(CCC4=CCCCC4)c(=O)[nH]c3c2)CC1 | 1 | -1 | -7 | 2 | 0.9 | 1 | 8 | 1 | -2 | 1 |
| CCC(C)N1CCN(S(=O)(=O)c2ccc(NC(C)=O)cc2)CC1 (configuration not stated) | 1 | -1 | -6 | 6 | 0.8 | 0.9 | 18 | 1 | -2 | 1 |
| CCC1(N(C(C)=O)c2ccc(OC)cc2)C(=O)c2ccccc2C1=O | 0.9 | 0 | -5 | 10 | 0.8 | 0.9 | 20 | 1 | -3 | 1 |
| COCC(=O)Nc1c(C(=O)Nc2ccccc2OC)oc2ccccc12 | 1 | -3 | -2 | -34 | 1 | 1 | 1 | 1.1 | 1 | 1 |

Compound activity from PubChem BioAssay.
